# Bioassay records: PubChem, National Center for Advancing Translational Sciences (NCATS)
# pAkt inh: inhibitors of Akt phosphorylation; Neuro2A IGF-stimulated pAkt S473 HTRF, 20 min; stronger effect = lower value; activity change, % for hits at 50 µM; actives 0.32% (n = 360,000); AID 651550; in the data active = activity change below about -80%; inconclusive = mostly about -51% to -80%; also: % is scaled to controls: 0 for no effect and ±100 for the full control effect
#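 Neuro2A cells (4,500/well, DMEM with 0.5% FBS) were treated with compound at a single 50 µM final concentration, stimulated with 6 nM IGF for 20 min at 37 °C, and lysed. Phospho-Akt Ser473 was read by HTRF as 665/615 ratio ×10^4.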
# CCT chaperon mod: cytosolic chaperonin activity modulation; AID 651819; activity change, % (concentration not given with the values), hits read low; actives 0.3% (n = 360,000); purified chaperonin ATPase assay, HTRF ADP detection, 30 min; in the data active = activity change below about -30%; also: % is scaled to controls: 0 for no effect and ±100 for the full control effect
#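 ATPase activity: ADP formed was measured by HTRF Transcreener (665/615 nm ratio) after 30 min at 37 deg C with 10 uM ATP. Compounds screened at one 76 uM concentration against 40 or 20 nM TRiC in Tris pH 7.4/KCl/MgCl2/DTT buffer.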
# Nrf2 ARE act: activators of Nrf2 (ARE) signaling | AREc32 ARE-luciferase reporter (MCF7-derived line), luminescence, 24 h | Potency, µM (series often up to 46.1 µM), for inactives: at the top dose activation, usual class: activators | actives 0.31% (n = 410,000); also: potency is read from the fitted curve at half-maximal effect; % of control where 0% means no effect; nearly all actives have a fitted effect of over 65% in size
#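 Nrf2 activation is followed as ARE-luciferase induction in the AREc32 line after one day of compound treatment; luminescence is read with Steady-Glo.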
# S2 tox: viability counter-screen for ATXN expression inhibitors. S2 cells (HEK-293 line with an ATXN2-luciferase reporter) viability, CellTiter-Fluor protease fluorescence, 24 h. Potency, µM (top dose mostly 56.7 µM), usual class: cytotoxic. actives 0.49% (n = 400,000). AID 651635; also: potency is read from the fitted curve at half-maximal effect; nearly all actives have a fitted effect of over 40% in size
# TGFb inhibitor: TGF-b pathway inhibition; Potency, µM (top dose mostly 46.1 µM), for the others: top-dose activity, negative = inhibition, actives largely listed as inhibitors; HepG2 CAGA-GFP TGF-b/SMAD3 reporter, GFP fluorescence, 18 h; TGF-beta stimulated, 500 pg/mL final; actives 1.2% (n = 410,000); also: potency is read from the fitted curve at half-maximal effect; % is scaled to controls: 0 for no effect and ±100 for the full control effect; nearly all actives have a fitted effect of over 65% in size
#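 Inhibition of TGF-beta-driven CAGA-GFP reporter expression in HEPG2 cells is measured by cellular GFP fluorescence after 18 h stimulation with 500 pg/mL recombinant TGF-beta in 1% FBS medium at 37 degrees C.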
# A549 viability: counter-screen for Nrf2 inhibitors: cytotoxicity in A549 cells; A549 ARE-Fluc cells, CellTiter-Fluor viability, 18-24 h; Potency, µM (top dose mostly 46 µM), for inactives: top-dose activity change, negative = cytotoxicity, usual class: inhibitors; actives 0.16% (n = 390,000); AID 504648; also: potency is read from the fitted curve at half-maximal effect; % is scaled to controls: 0 for no effect and ±100 for the full control effect
#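 Cytotoxicity counterscreen: CellTiter-Fluor fluorescence was measured in A549 ARE_Fluc cells after 18-24 h of compound exposure in a concentration series. The subsequent BugLite luminescent read reports ARE-luciferase activity.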
# HepG2 tox: HepG2 cytotoxicity, counter-screen for TGF-b inhibitors. HepG2 CAGA-GFP viability, ATP luminescence, 18 h. Potency, µM (highest dose often 46.1 µM), for inactives: top-dose activity change, negative = cytotoxicity, hits mostly cytotoxic. actives 0.76% (n = 410,000). AID 588856; also: potency is read from the fitted curve at half-maximal effect; some results filed as inactive show a strong effect at the top dose
#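 HepG2 CAGA-GFP cells (1000/well, DMEM with 1% FBS) received compound, then TGF-beta at 500 pg/mL final, and were incubated 18 hours at 37 degrees C. Viability was read by CellTiter-Glo luminescence. Media-only wells were set as complete cell-killing and DMSO as no toxicity.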
# Nrf2 inh: blocks Nrf2 signaling; A549 ARE-Fluc reporter, luciferase luminescence, 18-24 h; Potency, µM (top dose mostly 46 µM), without a hit: at the highest dose activity change, negative = inhibition, most hits filed as inhibitors; actives 2.1% (n = 360,000); AID 504444; also: potency is read from the fitted curve at half-maximal effect; % is scaled to controls: 0 for no effect and ±100 for the full control effect; nearly all actives have a fitted effect of over 60% in size
#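 Cells were seeded and rested 2 h, then exposed to compounds for 18-24 h. CellTiter-Fluor was read first as a viability measure. BugLite was added 15 min before the final luminescent read of ARE-luciferase activity in A549 cells.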
# Mm-Cpn inhibitor: inhibitors of Methanococcus maripaludis chaperonin (MmCpn). purified Mm-Cpn ATPase, ADP Transcreener TR-FRET. Potency, µM (titrated, usually from 76.9 µM), inactives show top-dose activity, negative = inhibition, most hits filed as inhibitors. actives 0.031% (n = 330,000); also: potency is read from the fitted curve at half-maximal effect; % is scaled to controls: 0 for no effect and ±100 for the full control effect; nearly all actives have a fitted effect of over 80% in size
#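 Measured: ADP formation by purified Mm-CPN. Conditions: 25 nM protein, 10 uM ATP, Tris pH 7.4 with Mg2+, K+ and DTT, 37°C for 30 min. Detection: Transcreener HTRF after 30 min at room temperature.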
# * hit, by the source's call; i = inactive; u = inconclusive; x = not tested or not shown; [ ] = dose if it differs, or a comment. Unless noted, calls follow the shape of the dose curve; as a rule, active = well fitted curve in the direction sought with a large enough effect; inconclusive = small, poorly fitted or top-dose-only effect, or another doubt; inactive = no such curve, though single readings can be large; an effect the other way counts as inactive or inconclusive.
SMILES,pAkt inh,CCT chaperon mod,Nrf2 ARE act,S2 tox,TGFb inhibitor,A549 viability,HepG2 tox,Nrf2 inh,Mm-Cpn inhibitor
Cc1ccc(-n2nc3c(N4CCC(C(=O)NCCc5cccs5)CC4)nnc(C)c3c2C)cc1,i,-3.7,4.4%,u,u,u,-26%,u,-15%
COc1ccc(S(=O)(=O)Cc2ccc(C(=O)N3CCN(C4CCCCC4)CC3)o2)cc1,i,-0.2,-0.6%,i,1%,-4%,0%,10%,0%
COc1ccc(S(=O)(=O)N2CCN(c3ccccc3)CC2)cc1OC,i,0.1,0.0%,i,-5%,10%,-8%,-10%,x
CCN1CCN(C(c2cccs2)C(C)NC(=S)NC2CCCCC2)CC1 (stereo not drawn),i,0.4,-0.9%,i,11%,-3%,26%,2%,1%
COc1ccc(Cl)cc1S(=O)(=O)N1CCCC(C(=O)NCC(N)=O)C1 (stereo not drawn),i,2.5,-0.9%,i,5%,12%,6%,22%,x
CCSC1=NC(C)(C)C=C(C)N1,i,-1.4,3.4%,i,3%,8%,-12%,x,-1%
CCN(C(=O)COC(=O)c1cc(=O)[nH]c2ccccc12)c1c(N)n(Cc2ccccc2)c(=O)[nH]c1=O,i,-2.3,0.2%,i,-14%,1%,-2%,10%,x
COc1cc(/C=N/NC(=O)c2cccc(N3CCCC3=O)c2)ccc1O,i,0.3,1.9%,i,6%,0%,8%,6%,-1%
CCOP(=O)(c1ccc(N(C)C)cc1)C(O)c1c(Cl)cccc1Cl (stereo not drawn),i,-0.5,-0.7%,i,-7%,-7%,-12%,12%,-3%
COc1ccccc1C(=O)COC(=O)Cc1n[nH]c(=O)c2ccccc12,i,-2.6,0.3%,i,-2%,-7%,-2%,-20%,0%
COc1cc(NC(=O)c2ccco2)c(OC)cc1NC(=O)c1cc(OC)c(OC)c(OC)c1,i,-1.7,-0.3%,u,17%,8%,6%,-9%,0%
O=C(COC(=O)c1ccccc1O)NC(=O)NCc1ccccc1,i,1.1,0.3%,i,6%,2%,0%,20%,-6%
CCN1C(=O)C(CC(=O)Nc2c(C)cccc2C)SC1=Nc1ccc(S(N)(=O)=O)cc1 (stereo not drawn),i,0.1,0.0%,i,u,-11%,-6%,x,2%
CNC[C@H]1OCc2cnnn2CCCC(=O)N([C@H](C)CO)C[C@@H]1C,i,-0.2,-0.1%,i,-4%,x,0%,x,x
CC(C)CN1CCC(=O)N([C@H](CO)Cc2ccccc2)CC1,i,-2.2,-0.6%,i,12%,-1%,2%,9%,-1%
CC(C)C(NS(=O)(=O)c1cccs1)C(=O)NCc1ccc2c(c1)OCO2 (stereo not drawn),i,-1.5,-0.4%,i,-12%,0%,-12%,0%,0%
Cc1cccc(CN2CCC(CNC(=O)Nc3ccccc3F)CC2)c1,i,-0.9,0.0%,i,3%,13%,-9%,24%,x
Clc1nc(NCCc2ccccc2)c2cn[nH]c2n1,i,0.3,13%,i,11%,1%,-34%,u,x
CC(C)(C)OC(=O)NCCCCCNC(=O)c1[nH]cnc1C(=O)Nc1cc(Br)ccc1F,i,0.1,12%,x,-18%,x,-37%,x,x
Cc1cnc(C(=O)Nc2ccc(N3CCCCC3)cc2)cn1,i,-4.1,0.4%,i,0%,4%,-2%,u,-3%
CNC(=O)N/N=C(\N)c1ccccn1,i,-1.3,0.5%,i,0%,6%,19%,27%,0%
CN(CC(=O)NCC1CCCO1)S(=O)(=O)c1ccc2ccccc2c1 (stereo not drawn),i,-1.5,-0.1%,u,-4%,x,-11%,x,x
CC1(C)CC(=O)C(C=Nc2ccc3c(c2)OCO3)=C(O)C1,x,1.3,0.3%,i,11%,-2%,-16%,u,3%
CC12CCC(C(=NO)C1=O)C2(C)C (stereo not drawn),i,-3.4,-0.3%,u,6%,3%,-9%,1%,x
CN(C)c1ccc(-c2ccnc3c2CC(C)(C(=O)NCC2CC2)O3)cc1 (stereo not drawn),i,0.4,3.7%,u,-30%,x,-42%,x,x
Cc1nn(-c2ccccc2)c(C)c1[N+](=O)[O-],i,-1.8,0.1%,i,-12%,0%,-7%,-13%,-3%
CC(C)C(=O)Nc1cccc(C(=O)NCCc2ccc(S(N)(=O)=O)cc2)c1,i,-1.2,-0.1%,i,-11%,2%,-1%,-2%,1%
CC(C)CCNC(=O)C1CC(c2ccc(C(F)(F)F)cc2)=NO1 (stereo not drawn),i,-0.5,2.4%,i,11%,1%,-2%,13%,-26%
O=C(Cc1cccc(NC(=O)C2CCCN(C(=O)C3CC3)C2)c1)Nc1ccc(C(=O)N2CCCCC2)cc1 (stereo not drawn),i,-4.1,0.6%,i,6%,3%,-13%,-13%,x
Cc1ccc(-c2cc(C(=O)Nc3c(C(=O)c4ccccc4)oc4ccccc34)no2)cc1F,x,x,0.2%,i,20%,-2%,15%,10%,x
COc1ccc(NC(=O)CCNC(=O)c2ccco2)cc1S(=O)(=O)N(C)C,i,-4.6,-0.5%,i,9%,-1%,12%,2%,0%
Cc1csc(NC(=O)CN2CCCCCC2)n1,i,-3.3,-0.4%,i,0%,10%[1.84 µM],-2%,8%,0%
COc1ccc(S(=O)(=O)N(CCc2ccccc2)CC(=O)Nc2ccc(C)c(C)c2)cc1OC,x,x,4.4%,i,-9%,-17%,-10%,u,x
Cc1ccc(C)c(N2CCN(C(=O)CCCCCn3c(=S)[nH]c4ccc(N5CCOCC5)cc4c3=O)CC2)c1,i,1.6,-1.5%,i,u,-24%,-24%,u,u
CCS(=O)(=O)c1ncc(N(Cc2cccc(F)c2)Cc2ccco2)c(C(=O)Nc2ccccc2Cl)n1,x,x,1.3%,i,-5%,1%,-4%,10%,x
CC(=O)c1ccc(NC(=O)C(C)OC(=O)CCN=C2NS(=O)(=O)c3ccccc32)cc1 (stereo not drawn),i,-1.0,-0.5%,i,27%,-2%,-51%,2%,1%
O=C(Nc1ccc2c(c1)CCC2)Nc1ccccc1Cl,i,-1.3,2.0%,i,-3%,6%,-28%,u,-1%
COC(=O)c1ccccc1NC(=O)CCCCCn1nnc2ccccc2c1=O,i,-4.2,2.8%,u,-6%,0%,-11%,-8%,3%
O=C1CC(C(=O)O)C2(CCCC2)O1 (stereo not drawn),i,1.1,-0.5%,i,0%,-2%,-5%,u,x
CCOC(=O)c1ccc(NC(=O)CN(C)S(=O)(=O)c2ccc(OC)cc2)cc1,i,-2.9,0.1%,i,1%,-2%,1%,-25%,2%
O=C(/C=C/c1ccccc1)Nc1cccc(C(=O)NC2CC2)c1,i,-0.6,5.4%,i,-29%,-3%,4%,19%,x
CN(CC(=O)NC1CCCCC1)S(=O)(=O)c1ccc2c(c1)c(=O)n(C)c(=O)n2C,i,-1.7,0.0%,i,-3%,0%,2%,-11%,-1%
CC(=O)c1c(C)[nH]c(C(=O)Nc2nccs2)c1C,i,-6.7,8.5%,i,-7%,-11%,-3%,u,-1%
COc1ccc(CN(C(=O)c2ccc3c(c2)OCCO3)C(C(=O)NC2CCCCC2)c2ccc3ncccc3c2)cc1 (stereo not drawn),i,0.6,0.6%,i,-6%,-17%,-4%,u,-1%
CC1=CCC2([N+](=O)[O-])CN(CC(=O)O)CC1([N+](=O)[O-])C2 (stereo not drawn),i,-2.1,0.1%,i,-27%,-1%,-15%,2%,2%
Cc1cc(C)cc(NS(=O)(=O)c2ccc(-n3cccn3)cc2)c1,x,x,4.4%,i,u,2%,-32%,-15%,x
CCCNc1nc(OCC(F)(F)F)nc(OCC(F)(F)F)n1,i,-2.3,0.2%,i,u,13%,-24%,10%,-2%
COc1cc(CCCN2C(=O)C(=O)NC[C@@H]2C(C)O)cc(OC)c1OC (stereo partly drawn),i,-4.1,-0.8%,i,7%,-3%,4%,11%,0%
CCCS(=O)(=O)n1nc(-c2ccccc2)cc1N,i,-1.7,-0.1%,i,20%,3%,0%,7%,2%
Cc1ccc(-c2csc(NC(=S)NC(=O)c3cccs3)n2)cc1,i,-2.5,4.4%,i,7%,-3%,-5%,0%,2%
O=C(CN(Cc1ccc(F)cc1)C(=O)c1csnn1)NC1CCCC1,i,0.2,-0.4%,i,4%,-3%,0%,-2%,-1%
CCOC(=O)CN(C(=O)CNC(=O)c1cccs1)C(C(=O)NC1CCCCC1)c1cccnc1 (stereo not drawn),i,-0.4,-0.2%,i,-3%,1%,-6%,11%,4%
CN1CCN(C(=O)CCc2nc3ccccc3c(=O)[nH]2)CC1,i,-3.9,2.8%,i,2%,-5%,-6%,2%,0%
CC(C)Cn1c(SC(C)C(=O)Nc2ccc(N3CCOCC3)cc2)nc2ccccc21 (stereo not drawn),i,-0.9,3.8%,i,6%,-10%,-3%,1%,0%
C#CCOc1ccc(-c2nnc(Nc3cccc(C)c3)c3ccccc23)cc1,x,x,3.9%,u,u,u,-31%,u,x

# Compound profiles, from the list above:
# Results for CC(C)Cn1c(SC(C)C(=O)Nc2ccc(N3CCOCC3)cc2)nc2ccccc21 (stereo not drawn) → pAkt inh = i; CCT chaperon mod = -0.9; Nrf2 ARE act = 3.8%; S2 tox = i; TGFb inhibitor = 6%; A549 viability = -10%; HepG2 tox = -3%; Nrf2 inh = 1%; Mm-Cpn inhibitor = 0%
# Results for Cc1ccc(-c2csc(NC(=S)NC(=O)c3cccs3)n2)cc1 → pAkt inh = i; CCT chaperon mod = -2.5; Nrf2 ARE act = 4.4%; S2 tox = i; TGFb inhibitor = 7%; A549 viability = -3%; HepG2 tox = -5%; Nrf2 inh = 0%; Mm-Cpn inhibitor = 2%
